S aureus QS inh – S. aureus quorum sensing inhibition. S. aureus RN6390 RNAIII-GFP reporter, AIP-induced, flow cytometry 3 h. inhibition, % at 2 µM. 0.3% of 24,000 active. AID 527;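 active means share of bacteria positive for the green fluorescent reporter and its mean brightness both inhibited by 50% or more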;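 further: 0% = AIP-stimulated control and 100% = unstimulated bacteria without AIP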
S aureus QS inh GFP MFI % – recorded beside S aureus QS inh, whose call it bears; inhibition, %; measured here: inhibition of GFP MFI
Starred values were filed as active, the others as inactive.

Cc1noc(/C=C/N(C)C)c1S(=O)(=O)N1CCCC(C(=O)NCc2ccccc2Cl)C1 (stereo not drawn) was read as S aureus QS inh -1 and S aureus QS inh GFP MFI % -10.
`Cc1cc(N2CCCc3ccccc32)n2ncnc2n1` gave S aureus QS inh -1 and S aureus QS inh GFP MFI % 0.
Screening CC(C)Cc1cc(C(=O)NCc2ccco2)no1 returned S aureus QS inh -5 and S aureus QS inh GFP MFI % -29.
O=C(c1ccccc1)n1nc(-c2ccccc2)nc1NCc1ccco1 was read as S aureus QS inh 18 and S aureus QS inh GFP MFI % 25.
CC(=O)N1CCc2cc(S(=O)(=O)CCC(=O)Nc3ccc4c(c3)OCCO4)ccc21 was read as S aureus QS inh -2 and S aureus QS inh GFP MFI % -16.
For CCN(CCCNC(=O)C1CCN(S(=O)(=O)N2CCC3(CC2)OCCO3)CC1)c1ccccc1 the results were S aureus QS inh -4 and S aureus QS inh GFP MFI % -8.
`CCn1cc(C(=O)N2CCOCC2)c(=O)c2cc(S(=O)(=O)N(C)C3CCCCC3)ccc21` gave S aureus QS inh -1 and S aureus QS inh GFP MFI % -2.
For CCn1c(C(C)NC(=O)c2ccc(OC)c(OC)c2)nc2ccccc21 (stereo not drawn) the results were S aureus QS inh -3 and S aureus QS inh GFP MFI % -7.
`CCSc1nc2c(c(=O)[nH]1)C(c1cccnc1)C(C(=O)OC(C)C)=C(C)N2` (stereo not drawn) gave S aureus QS inh 0 and S aureus QS inh GFP MFI % 9.
For Cc1ccc(CCNC(=O)C2CCC(=O)N2C(C)C)cc1 (stereo not drawn) the results were S aureus QS inh -3 and S aureus QS inh GFP MFI % -16.
For CCOC(=O)c1c(C)oc2cc(Br)c(O)c(Br)c12 the results were S aureus QS inh 2 and S aureus QS inh GFP MFI % 13.
CCOC(=O)C(C)(C)Sc1nc2c(cnn2-c2ccc(Cl)cc2)c(=O)[nH]1 was read as S aureus QS inh 16 and S aureus QS inh GFP MFI % 26.
CCOC(=O)C1=C(C)NC(C)=C(C(=O)OCC)C1C(=O)OC1CCOC1=O (stereo not drawn) was read as S aureus QS inh 1 and S aureus QS inh GFP MFI % 7.
CCOC(=O)c1sc(C)c2c1NC(C)(c1cccs1)NC2=O (stereo not drawn) was read as S aureus QS inh 2 and S aureus QS inh GFP MFI % 11.
Screening CCn1c(=O)cc(SCC(=O)NCc2ccco2)c2ccccc21 returned S aureus QS inh 4 and S aureus QS inh GFP MFI % -17.

The closing 7 compounds of the section above are carried over, then new ones follow.
`CCSc1nc2c(c(=O)[nH]1)C(c1cccnc1)C(C(=O)OC(C)C)=C(C)N2` (stereo not drawn) gave S aureus QS inh 0 and S aureus QS inh GFP MFI % 9.
For Cc1ccc(CCNC(=O)C2CCC(=O)N2C(C)C)cc1 (stereo not drawn) the results were S aureus QS inh -3 and S aureus QS inh GFP MFI % -16.
For CCOC(=O)c1c(C)oc2cc(Br)c(O)c(Br)c12 the results were S aureus QS inh 2 and S aureus QS inh GFP MFI % 13.
CCOC(=O)C(C)(C)Sc1nc2c(cnn2-c2ccc(Cl)cc2)c(=O)[nH]1 was read as S aureus QS inh 16 and S aureus QS inh GFP MFI % 26.
CCOC(=O)C1=C(C)NC(C)=C(C(=O)OCC)C1C(=O)OC1CCOC1=O (stereo not drawn) was read as S aureus QS inh 1 and S aureus QS inh GFP MFI % 7.
CCOC(=O)c1sc(C)c2c1NC(C)(c1cccs1)NC2=O (stereo not drawn) was read as S aureus QS inh 2 and S aureus QS inh GFP MFI % 11.
Screening CCn1c(=O)cc(SCC(=O)NCc2ccco2)c2ccccc21 returned S aureus QS inh 4 and S aureus QS inh GFP MFI % -17.
Screening COc1ccc(S(=O)(=O)Cc2ccc(C(=O)N3CCCC3)o2)cc1 returned S aureus QS inh -2 and S aureus QS inh GFP MFI % 3.
COc1ccc(NS(=O)(=O)c2ccc(N)cc2)nn1 was read as S aureus QS inh -2 and S aureus QS inh GFP MFI % 4.
`O=C(NCC1CCCO1)c1csc2c1CCCCC2` (stereo not drawn) gave S aureus QS inh 1 and S aureus QS inh GFP MFI % 17.
For NS(=O)(=O)c1cc2c(cc1Cl)NC(CSCc1ccccc1)=NS2(=O)=O the results were S aureus QS inh -1 and S aureus QS inh GFP MFI % -26.
Cc1ccccc1OCc1nc(-c2ccc(NC(=O)c3ccc4c(c3)OCO4)cc2)no1 was read as S aureus QS inh 0 and S aureus QS inh GFP MFI % 7.
Screening Cc1ccc(OCC(O)Cn2c(NCCc3ccccc3)nc3c2c(=O)[nH]c(=O)n3C)cc1 (stereo not drawn) returned S aureus QS inh -2 and S aureus QS inh GFP MFI % 2.
Screening COc1cc2c(cc1OC)C(C(=O)Nc1cccc(C)n1)C(c1cccnc1)N(C)C2=O (stereo not drawn) returned S aureus QS inh 0 and S aureus QS inh GFP MFI % 1.
Screening O=C(CCN1C(=O)C2C3C=CC(C3)C2C1=O)Nc1c(F)cccc1F (stereo not drawn) returned S aureus QS inh -6 and S aureus QS inh GFP MFI % -8.
CN1CCN(CCCNC(=O)C2CC(=O)N(C3CCCCC3)C2)CC1 (stereo not drawn) was read as S aureus QS inh 0 and S aureus QS inh GFP MFI % -10.
`COc1ccccc1-c1cn[nH]c(=S)n1` gave S aureus QS inh 2 and S aureus QS inh GFP MFI % 6.
Screening COC(=O)C(C)n1cnc2c(cnn2-c2ccc(Cl)cc2)c1=O (stereo not drawn) returned S aureus QS inh -2 and S aureus QS inh GFP MFI % 2.
Screening COc1cc(Nc2nc(SCC#N)nc3ccccc23)cc(OC)c1OC returned S aureus QS inh -10 and S aureus QS inh GFP MFI % -11.
`Cn1c2c(c(=O)n(C)c1=O)C(NS(=O)(=O)c1ccccc1)(C(F)(F)F)C(=O)N2` (stereo not drawn) gave S aureus QS inh 0 and S aureus QS inh GFP MFI % -1.
For CCC(=O)c1ccc(OCC(O)CN2C(=O)NC(C)(C)C2=O)cc1 (stereo not drawn) the results were S aureus QS inh -1 and S aureus QS inh GFP MFI % -3.
For Cc1cccc(NC(=O)CC2CCC2)c1 the results were S aureus QS inh 0 and S aureus QS inh GFP MFI % 2.
For O=C(NCc1ccco1)c1cc(-c2ccco2)on1 the results were S aureus QS inh -2 and S aureus QS inh GFP MFI % -1.
`Cc1nnc(SCc2cn3ccsc3n2)n(N)c1=O` gave S aureus QS inh -5 and S aureus QS inh GFP MFI % 3.
Screening Cc1cc(=O)oc2ccc(OCC(=O)N3CCC(C)CC3)cc12 returned S aureus QS inh 0 and S aureus QS inh GFP MFI % 0.
`CCNc1nc(NCC)n2c(SCc3nc4ccccc4c(=O)[nH]3)nnc2n1` gave S aureus QS inh 0 and S aureus QS inh GFP MFI % 0.
For CCOc1ccc2[nH]cc(S(=O)(=O)c3ccc(F)cc3)c(=O)c2c1 the results were S aureus QS inh -5 and S aureus QS inh GFP MFI % -12.
Nc1cc(N)cc(-c2nc3ccccc3o2)c1 was read as S aureus QS inh -1 and S aureus QS inh GFP MFI % -9.
COc1ccc(OC(=O)c2ccncc2)cc1 was read as S aureus QS inh -2 and S aureus QS inh GFP MFI % -4.
COC(=O)c1ccc(C2C(C(=O)OCC(C)C)=C(C)N=C3SCCC(=O)N32)cc1 (stereo not drawn) was read as S aureus QS inh 2 and S aureus QS inh GFP MFI % 10.
Screening CCc1ccc(CN2C(=O)CCC2(C)C(=O)NC2CCCC2)cc1 (stereo not drawn) returned S aureus QS inh 0 and S aureus QS inh GFP MFI % 5.
Cc1ccc(-c2nn(CC(=O)NCc3ccco3)c(=O)c3ccccc23)cc1 was read as S aureus QS inh -4 and S aureus QS inh GFP MFI % -9.
CCN1CCN(c2c(Cl)cccc2NC(=O)c2ccc3c(c2)OCCO3)CC1 was read as S aureus QS inh 0 and S aureus QS inh GFP MFI % 5.
`CCOC(=O)N1CCN(C(=O)c2oc(=O)c3ccccc3c2-c2ccc(C)cc2)CC1` gave S aureus QS inh -8 and S aureus QS inh GFP MFI % -19.
For COc1ccc(CCNC(=O)CN(c2ccc(C)cc2)S(=O)(=O)c2c(C)noc2C)cc1OC the results were S aureus QS inh -7 and S aureus QS inh GFP MFI % -8.
For CCCOc1ccc(S(=O)(=O)NCCCN2CCOCC2)c2ccccc12 the results were S aureus QS inh -1 and S aureus QS inh GFP MFI % -24.
Screening CC1CC(C)CN(C(=O)C2CCCN(S(=O)(=O)c3cccc4nonc34)C2)C1 (stereo not drawn) returned S aureus QS inh -2 and S aureus QS inh GFP MFI % -12.
O=c1c2oc3ccccc3c2ncn1Cc1ccccc1F was read as S aureus QS inh -2 and S aureus QS inh GFP MFI % 9.
For CCOC(=O)N1CCN(C(=O)c2ccc3nc(N4CCC(C)CC4)sc3c2)CC1 the results were S aureus QS inh -4 and S aureus QS inh GFP MFI % -4.
Screening O=C1c2ccccc2NC(c2ccc3c(c2)OCO3)N1O (stereo not drawn) returned S aureus QS inh -6 and S aureus QS inh GFP MFI % -12.
Screening O=C(NCc1ccc2c(c1)OCO2)c1ccc(CS(=O)(=O)c2cccc(C(F)(F)F)c2)o1 returned S aureus QS inh 1 and S aureus QS inh GFP MFI % 11.
CC(C)(CSc1nncn1N)NS(=O)(=O)c1ccc(Cl)cc1 was read as S aureus QS inh -1 and S aureus QS inh GFP MFI % -6.
CCOC(=O)C(C)Sc1nnc(CNC(=O)c2ccc(OC)cc2)n1C1CCCCC1 (stereo not drawn) was read as S aureus QS inh 0 and S aureus QS inh GFP MFI % -4.
For Cc1nc2nc(C)c(CCC(=O)N3CCOCC3)c(C)n2n1 the results were S aureus QS inh -2 and S aureus QS inh GFP MFI % -10.
Screening Cc1nc2sc(C(c3cccc(F)c3)N3CCCCC3)c(O)n2n1 (stereo not drawn) returned S aureus QS inh 0 and S aureus QS inh GFP MFI % 6.
`O=C(NCCC1=CCCCC1)C1CCN(S(=O)(=O)c2cccc3nonc23)CC1` gave S aureus QS inh 0 and S aureus QS inh GFP MFI % -6.
`Cc1cc(Oc2ccc(Cl)cc2)nc(-c2ccccc2O)n1` gave S aureus QS inh 0 and S aureus QS inh GFP MFI % -6.
CCCc1nnc(NC(=O)CN2C(=O)C3C4C=CC(C4)C3C2=O)s1 (stereo not drawn) was read as S aureus QS inh -1 and S aureus QS inh GFP MFI % 1.
For COc1ccc(-n2ncc3c(NCc4ccc5c(c4)OCO5)ncnc32)cc1 the results were S aureus QS inh 0 and S aureus QS inh GFP MFI % 6.
O=C(CN(CC1CCCO1)S(=O)(=O)c1ccc(S(=O)(=O)NC2CC2)cc1)Nc1ccccc1 (stereo not drawn) was read as S aureus QS inh -1 and S aureus QS inh GFP MFI % -2.
For O=C(NCC(c1cccnc1)N1CCN(c2ccc(F)cc2)CC1)OCc1ccccc1 (stereo not drawn) the results were S aureus QS inh 0 and S aureus QS inh GFP MFI % 6.
CCCCCNC(=O)c1ccc2c(=O)n(CC3CCCO3)c(=O)[nH]c2c1 (stereo not drawn) was read as S aureus QS inh -4 and S aureus QS inh GFP MFI % -11.
Screening CCCNS(=O)(=O)c1ccc(C(=O)NCC2CCCO2)cc1 (stereo not drawn) returned S aureus QS inh 0 and S aureus QS inh GFP MFI % -35.
For COc1ccc(CCNC(=O)CN(c2ccccc2OC)S(C)(=O)=O)cc1 the results were S aureus QS inh -2 and S aureus QS inh GFP MFI % -31.
For CCC(=O)N1CCc2cc(S(=O)(=O)NCCC(=O)N3CC=C(c4ccccc4)CC3)ccc21 the results were S aureus QS inh -5 and S aureus QS inh GFP MFI % -12.
For O=c1cc(CO)oc(CN2CCN(c3ccccc3F)CC2)c1O the results were S aureus QS inh 1 and S aureus QS inh GFP MFI % 2.
CN(CC(=O)N1CC=C(c2ccccc2)CC1)S(=O)(=O)c1ccc2c(c1)c(=O)n(C)c(=O)n2C was read as S aureus QS inh -1 and S aureus QS inh GFP MFI % 5.
`O=C1c2ccccc2C(O)N1Cc1ccccc1` (stereo not drawn) gave S aureus QS inh -2 and S aureus QS inh GFP MFI % -1.
Screening COC(=O)c1cc(NC(=O)CCc2c(C)nc3ncnn3c2C)cc(C(=O)OC)c1 returned S aureus QS inh -3 and S aureus QS inh GFP MFI % -11.
For CC(C)CC(NC(=O)C(CC(C)C)NC(=O)OC(C)(C)C)C(=O)O (stereo not drawn) the results were S aureus QS inh -1 and S aureus QS inh GFP MFI % -3.
Screening O=C(Cn1cccc1C(=O)c1ccccc1)NCCN1CCCCCC1 returned S aureus QS inh -4 and S aureus QS inh GFP MFI % -66.
`Cc1c(N=C2SCC(=O)N2c2c(C)n(C)n(-c3ccccc3)c2=O)c(=O)n(-c2ccccc2)n1C` gave S aureus QS inh -1 and S aureus QS inh GFP MFI % -12.
O=C(O)C1CC(=O)N(Cc2ccc(F)cc2)C1 (stereo not drawn) was read as S aureus QS inh -2 and S aureus QS inh GFP MFI % -51.
For CC(O)Cn1cnc2c1c(=O)n(C)c(=O)n2C (stereo not drawn) the results were S aureus QS inh 1 and S aureus QS inh GFP MFI % -76.
Screening O=C(c1ccc(CNc2c(N3CCCC3)c(=O)c2=O)cc1)N1CCc2ccccc2C1 returned S aureus QS inh 1 and S aureus QS inh GFP MFI % 2.
`CC1(C)OC(=O)N(c2ccccn2)C1(C)O` (stereo not drawn) gave S aureus QS inh -4 and S aureus QS inh GFP MFI % -7.
For O=C(NCc1ccco1)c1cc2cc3ccc(Cl)cc3nc2o1 the results were S aureus QS inh 0 and S aureus QS inh GFP MFI % 1.
For O=C(Nc1ccc(-c2nc3ncccc3o2)cc1)c1ccc(Br)o1 the results were S aureus QS inh -1 and S aureus QS inh GFP MFI % 3.
Cn1cccc1CNC(=O)Nc1ccc(Cl)c(Cl)c1 was read as S aureus QS inh -8 and S aureus QS inh GFP MFI % -23.
For c1cc2c(cc1Cn1cnnn1)OCO2 the results were S aureus QS inh 0 and S aureus QS inh GFP MFI % 4.
Screening CCCCN(CC)S(=O)(=O)c1ccc(C(=O)Nc2nnc(COC)o2)cc1 returned S aureus QS inh 5 and S aureus QS inh GFP MFI % 18.
`CC(C)Oc1ccc2nnnn2n1` gave S aureus QS inh -6 and S aureus QS inh GFP MFI % -20.
`Cc1nc2cc(S(=O)(=O)N3CCC(C(=O)O)CC3)ccc2n1C1CCCC1` gave S aureus QS inh 10 and S aureus QS inh GFP MFI % 18.
For CCCNC(=O)Nc1ccccc1C(=O)Nc1ccc(OC)cc1 the results were S aureus QS inh 2 and S aureus QS inh GFP MFI % 14.
`CCSc1nnc(Cc2cc(=O)[nH]c(=O)[nH]2)n1-c1cc(C)ccc1C` gave S aureus QS inh -1 and S aureus QS inh GFP MFI % 3.

Screening data as filed in PubChem.

A portion of the library; count on the stated rates, not on these rows.
